MCL1-BIM inh: MCL1-BIM-BH3 interaction inhibition (human); Q07820; GST-MCL1 / FITC-Bim-BH3 fluorescence polarization; inhibition, % at 10.9 µM; 320,000 tested, 0.68% active; AID 2057;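 active means inhibition above the mean inhibition of all tested compounds plus 3 SD, set per campaign, cut at about 40% in these data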;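 further: 0% = DMSO wells and 100% = unlabeled Bim-BH3 peptide control; higher means more loss of mP so more displacement of Bim peptide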
VLA-4 inh: inhibition in a human VLA-4 binding assay; VLA-4 expressing cells, ligand binding flow cytometry; P13612; 330,000 tested, 0.2% active; inhibition, % (about 7 µM as worked out from the volumes in the protocol); in the data active means inhibition above about 50%
MEX-5 binding: C. elegans MEX-5 TCR-2 RNA binding activity; MEX-5/FITC-TCR2 RNA binding, fluorescence polarization; hits give low values; activity score (negative = inhibition of binding), % at 10 µM; 300,000 tested, 0.38% active; AID 1832;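 active means inhibition past about -25% in most replicates, and total fluorescence under double the plate's negative control median, limit read from the data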;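 further: 0% = DMSO and -100% = 5 µM competing unlabeled TCR2 RNA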
GRK2 inh: human GRK2 inhibition via aptamer displacement; bead flow cytometry, FAM-aptamer displacement from GRK2; P25098; 330,000 tested, 0.59% active; inhibition of aptamer binding, % at 10 µM;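 active means inhibition of aptamer binding above 40%, roughly 3 SD of noise, on plates passing a quality check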;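 further: median bead fluorescence of bound FAM aptamer so fluorescent compounds give negative values; no value below 0 was filed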
Target sequence (P25098 whole entry, looked up): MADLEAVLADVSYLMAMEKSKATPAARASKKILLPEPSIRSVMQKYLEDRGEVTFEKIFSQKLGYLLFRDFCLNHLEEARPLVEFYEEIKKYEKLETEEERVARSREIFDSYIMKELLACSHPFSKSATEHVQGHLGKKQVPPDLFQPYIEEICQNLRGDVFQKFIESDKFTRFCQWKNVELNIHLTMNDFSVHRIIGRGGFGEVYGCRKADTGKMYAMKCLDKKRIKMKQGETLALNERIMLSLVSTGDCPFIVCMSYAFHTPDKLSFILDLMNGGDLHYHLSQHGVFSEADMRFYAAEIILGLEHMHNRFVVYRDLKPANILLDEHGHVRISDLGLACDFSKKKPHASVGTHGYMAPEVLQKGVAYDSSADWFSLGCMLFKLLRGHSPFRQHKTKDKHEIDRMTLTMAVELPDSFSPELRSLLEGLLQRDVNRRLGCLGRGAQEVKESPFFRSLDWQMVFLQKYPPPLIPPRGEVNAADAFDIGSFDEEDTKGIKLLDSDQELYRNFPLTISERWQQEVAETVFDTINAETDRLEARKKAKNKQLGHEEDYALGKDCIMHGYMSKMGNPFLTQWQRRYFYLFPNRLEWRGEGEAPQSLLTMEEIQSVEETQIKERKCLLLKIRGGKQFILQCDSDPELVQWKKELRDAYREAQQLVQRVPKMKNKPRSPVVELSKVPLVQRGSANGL
Bcl-xL primary: inhibitors of human Bcl-xL | GST-Bcl-xL / FITC-Bim BH3 peptide fluorescence polarization | inhibition, % at 10.9 µM | 320,000 tested, 0.7% active | AID 2129;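 active means inhibition above the mean of all tested compounds plus 3 SD, cutoff set per campaign, cut at about 30% in these data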;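 further: 0% = DMSO wells and 100% = unlabeled Bim-BH3 peptide competitor; inhibitors lower millipolarization by displacing the labeled peptide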
Target sequence (Q07817 whole entry, looked up): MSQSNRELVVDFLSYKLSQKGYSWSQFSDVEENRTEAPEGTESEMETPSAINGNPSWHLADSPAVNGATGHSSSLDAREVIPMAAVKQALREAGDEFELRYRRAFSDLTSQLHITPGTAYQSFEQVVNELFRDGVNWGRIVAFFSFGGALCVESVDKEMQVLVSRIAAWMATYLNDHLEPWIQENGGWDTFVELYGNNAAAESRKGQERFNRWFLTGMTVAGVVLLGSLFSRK
PME-1 inh: PME-1 (human) inhibition | Q9Y570 | recombinant PME-1, FP-Rh probe fluorescence polarization | inhibition, % at 5.9 µM | 320,000 tested, 0.53% active;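 active means inhibition above the campaign mean of all compounds plus 3 SD, cut at about 26% in these data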;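 further: competitive labeling of PME-1 active site by serine hydrolase directed probe; 0% = PME-1 with DMSO and 100% = wells lacking PME-1 enzyme; inhibitors block probe labeling so polarization falls and inhibition rises; many of its hits are not listed in these tables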
Efflux pump mplx: inhibitors of Candida antifungal efflux pumps expressed in yeast | S. cerevisiae Candida pump triplex, Nile Red efflux | inhibition, % at 10 µM | 330,000 tested, 0.44% active | AID 485275;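 active means plate passing quality check with inhibition over a set limit, or well fluorescence over plate mean plus 4 SD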;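 further: Nile Red retained in pooled yeast measured as flow cytometry median fluorescence; 0% = buffer negative control and 100% = Enniatin B positive control; higher means more Nile Red kept so more efflux inhibition; some compounds called inactive have numbers as strong as hits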
Fam108B inh: Fam108B inhibition, counter-screen for RBBP9 inhibitors | recombinant Fam108B, FP-Rh probe fluorescence polarization | inhibition, % at 9.51 µM | 300,000 tested, 0.33% active | AID 1947;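 active means inhibition above the screen mean inhibition plus 3 SD, computed separately per campaign, cut at about 18% in these data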;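 further: inhibitors lower polarization as less probe binds the enzyme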
GLD-1 TGE inh: GLD-1-TGE RNA interaction inhibition (C. elegans). inhibition, % at 5.96 µM. AID 2280. 320,000 tested, 0.44% active. Q17339. purified GLD-1 + fluorescein TGE RNA, fluorescence polarization;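 active means percent inhibition above a per-plate cutoff, the plate mean of test compounds plus 3 SD, cut at about 30% in these data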;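 further: 0% = DMSO wells with GLD-1 and probe and 100% = wells lacking GLD-1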
Starred values were filed as active, the others as inactive; · = no result given. These rows are one share of the data. The share of hits here may be higher or lower than overall.

molecule	MCL1-BIM inh	VLA-4 inh	MEX-5 binding	GRK2 inh	Bcl-xL primary	PME-1 inh	Efflux pump mplx	Fam108B inh	GLD-1 TGE inh
CC1Cc2ccccc2N1C(=O)CN1CCC(n2nnc3cc(C(F)(F)F)ccc32)CC1 (stereo not drawn)	0.0	16.3	1.8	0.0	-0.4	-2.3	0.1	-0.7	-1.8
c1ccc(-c2nc(NC3CC3)nc(-n3ccnc3)n2)cc1	5.0	20.4	-1.3	1.0	3.4	-3.4	0.1	0.9	4.5
CCOC(=O)c1c(NC(=O)CCNCc2ccco2)sc2c1CCC2	-4.5	1.5	-1.3	1.0	1.1	0.7	-0.1	-1.1	4.3
CSc1ncccc1C(=O)N1CCN(S(=O)(=O)c2ccccc2)CC1	3.1	9.6	1.0	0.0	3.3	3.7	0.1	-0.9	3.5
CCc1ccc2oc(C(=O)NCc3ccc(S(N)(=O)=O)cc3)c(C)c2c1	5.1	1.4	0.3	0.0	2.0	0.8	0.3	2.9	-2.5
Cc1cc(C(=O)NNC(=O)c2ccc(NC(=O)CC#N)cc2)c(C)o1	9.7	2.5	·	1.0	6.0	-3.4	0.0	·	8.9
CCC(C)NC(=O)c1ccccc1NC(=O)c1ccccc1N(C)S(C)(=O)=O (stereo not drawn)	1.0	4.7	-0.1	0.0	2.1	2.0	-0.1	-0.9	9.2
CCOc1ccc(OCCC(=O)OCC(=O)N2CCN(S(=O)(=O)c3ccc(Cl)cc3)CC2)cc1	-7.5	0.2	-2.5	13.0	-1.9	9.4	0.5	-9.0	-2.2
COc1ccc(CCNC2=C(Cl)C(=O)N(CCc3ccccc3)C2=O)cc1OC	-1.3	4.2	-1.0	2.0	-1.5	-2.2	0.0	-2.4	1.0
CCOC(=O)N1CCN(C(=O)C2CCC(=O)N(CCCN3CCCC3=O)C2)CC1 (stereo not drawn)	0.7	8.8	0.7	3.0	-0.3	1.0	0.0	-3.8	0.8
Cc1ccc(C(=O)Nc2cc(Cl)ccc2N2CCCCC2)s1	-3.4	29.9	0.5	1.0	2.2	-3.7	-0.1	-0.6	-1.0
COc1cc(OC)c(C(=O)N(CCc2ccccc2)Cc2ccccc2)cc1OC	3.7	-4.5	1.6	0.0	1.0	-7.8	-0.1	4.1	5.0
COc1ccc(OCC(=O)Nc2ccc(S(=O)(=O)Nc3nc(C)cc(C)n3)cc2)cc1	-0.9	12.5	-1.5	0.0	-1.1	-2.3	0.1	-1.6	-1.8
O=C(OCc1csc(Nc2ccccc2)n1)c1ccc(Cl)cc1	0.6	22.4	5.0	2.0	-3.9	4.3	0.0	-0.2	0.6
CCNc1nc(Cl)nc(NNC(=O)C(C)Oc2ccccc2)n1 (stereo not drawn)	3.4	·	·	0.0	5.9	6.0	-0.1	2.9	3.2

Pulled one by one from the entries so far:
molecule	MCL1-BIM inh	VLA-4 inh	MEX-5 binding	GRK2 inh	Bcl-xL primary	PME-1 inh	Efflux pump mplx	Fam108B inh	GLD-1 TGE inh
CCOC(=O)c1c(NC(=O)CCNCc2ccco2)sc2c1CCC2	-4.5	1.5	-1.3	1.0	1.1	0.7	-0.1	-1.1	4.3
CSc1ncccc1C(=O)N1CCN(S(=O)(=O)c2ccccc2)CC1	3.1	9.6	1.0	0.0	3.3	3.7	0.1	-0.9	3.5
COc1cc(OC)c(C(=O)N(CCc2ccccc2)Cc2ccccc2)cc1OC	3.7	-4.5	1.6	0.0	1.0	-7.8	-0.1	4.1	5.0
c1ccc(-c2nc(NC3CC3)nc(-n3ccnc3)n2)cc1	5.0	20.4	-1.3	1.0	3.4	-3.4	0.1	0.9	4.5
COc1ccc(OCC(=O)Nc2ccc(S(=O)(=O)Nc3nc(C)cc(C)n3)cc2)cc1	-0.9	12.5	-1.5	0.0	-1.1	-2.3	0.1	-1.6	-1.8
COc1ccc(CCNC2=C(Cl)C(=O)N(CCc3ccccc3)C2=O)cc1OC	-1.3	4.2	-1.0	2.0	-1.5	-2.2	0.0	-2.4	1.0
CCc1ccc2oc(C(=O)NCc3ccc(S(N)(=O)=O)cc3)c(C)c2c1	5.1	1.4	0.3	0.0	2.0	0.8	0.3	2.9	-2.5

Following part
molecule	MCL1-BIM inh	VLA-4 inh	MEX-5 binding	GRK2 inh	Bcl-xL primary	PME-1 inh	Efflux pump mplx	Fam108B inh	GLD-1 TGE inh
CC(Sc1nc2ccccc2s1)C(=O)c1c(N)n(C)c(=O)n(C)c1=O (stereo not drawn)	6.0	1.2	-2.8	0.0	10.0	-6.0	0.1	3.4	1.6
Cn1c(SCC(=O)Nc2ccc3c(c2)OCCO3)nnc1C1CC1	1.8	10.6	-0.4	0.0	2.5	-3.0	0.5	-0.3	1.6
O=C(CN1C(=O)c2cccc3cccc1c23)Nc1ccc(S(=O)(=O)Nc2nccs2)cc1	8.9	22.1	-4.0	1.0	9.7	4.5	0.0	-3.0	4.5
Cc1ccc(S(=O)(=O)N2CCN(C(=O)COC(=O)C3CCC3)CC2)c(C)c1	-9.5	13.8	-1.9	5.0	-3.6	0.5	-0.1	-2.8	7.7
O=C(Nc1ccccc1)c1ccc(COc2ccccc2)cc1	7.0	5.0	-4.1	11.0	2.8	4.8	0.8	1.7	2.5
COc1ccc(C(C)=O)cc1CSCCC#N	8.8	0.2	0.7	0.0	5.2	4.8	0.0	7.8	-6.2
CN(c1ccc(C(=O)N2CCOCC2)cc1)S(=O)(=O)c1cccs1	-1.3	0.1	0.9	0.0	3.0	-2.7	0.1	4.4	-0.9
COCCn1cc(-c2csc(N)n2)c2ccccc21	60.0*	-23.7	-13.0	0.0	54.1*	3.6	0.1	4.1	26.0
CCOC(=O)N/N=C\c1ccc([N+](=O)[O-])o1	63.9*	1.8	1.1	4.0	7.8	0.3	0.0	4.3	0.0
CCc1ccccc1S(=O)(=O)Cc1ccc(C(=O)NC2CCCC2)o1	5.3	4.6	-1.8	3.0	2.0	1.5	0.0	2.5	5.3
CC(c1ccccc1)n1c(SCC(=O)N2CC(=O)Nc3ccccc32)nc2ccccc2c1=O (stereo not drawn)	4.2	21.6	0.8	0.0	9.2	-4.9	0.2	-6.3	-2.9
COc1ccc(C(=O)N2CCN(Cc3ccccc3C)CC2)cc1OC	0.6	-20.6	-1.9	2.0	4.3	0.3	0.0	-2.0	4.9
c1ccc(OCCOc2ccccc2-c2nnco2)cc1	-0.6	4.8	0.0	1.0	4.5	1.4	-0.1	-0.4	1.4
CCOC(=O)c1cc2c(=O)c3ccccc3oc2nc1C	4.9	-8.7	-2.9	3.0	0.7	2.6	0.0	1.5	-6.1
O=C(NCc1ccco1)C1CCCN(S(=O)(=O)c2ccc(Br)cc2)C1 (stereo not drawn)	-5.5	6.6	0.5	2.0	2.7	6.9	-0.1	6.5	6.6
CCCc1ncc(C(O)c2cccc(OC)c2OC)n1C (stereo not drawn)	3.1	17.1	-3.5	0.0	0.3	0.5	-0.2	-0.1	6.0
CN(Cc1ccccc1)S(=O)(=O)c1ccc(Cl)c(C(=O)NCc2cccnc2)c1	-0.3	-9.4	1.3	1.0	-1.8	11.3	0.2	-1.1	2.1
CCOC(CNC(=O)c1cccn2c(=O)c3c(C)c(C)sc3nc12)OCC	1.7	5.5	-0.6	2.0	2.9	-0.5	-0.1	5.1	-10.4
CC(=O)NC(Cc1ccccc1)C(=O)OCC(=O)c1ccc(Br)cc1 (stereo not drawn)	7.2	5.0	-0.2	3.0	2.4	0.9	-0.1	-1.5	-2.0
O=C(NNC(=O)c1c(O)c2ccccc2[nH]c1=O)c1ccccc1Br	6.9	3.8	-2.3	0.0	4.7	3.4	0.1	0.2	-3.5
CC(C)(C)c1ccc(NC(=O)N2CCCN(c3ccc([N+](=O)[O-])cn3)CC2)cc1	0.8	14.7	-0.2	2.0	4.8	-0.7	0.0	-4.4	10.1
O=C(CCC(=O)N(c1ccccc1)C(C(=O)NC1CCCC1)c1ccncc1)Nc1cccnc1 (stereo not drawn)	6.9	22.7	·	0.0	6.9	-1.0	-0.1	-0.9	5.8
COc1ccc(-c2nc3c(c(=O)n(C)c(=O)n3C)n2CC2CC(c3ccccc3)=NO2)cc1OC (stereo not drawn)	2.9	-23.4	-0.7	4.0	5.5	-5.4	-0.2	-3.9	4.7
Nc1nonc1-n1nnc(C(=O)N/N=C/C2CC=CCC2)c1CSc1ccccc1 (stereo not drawn)	-5.0	14.6	0.8	1.0	-1.4	-2.2	-0.1	2.1	-0.6
COc1ccc(NCC(=O)N/N=C/c2cc([N+](=O)[O-])ccc2N2CCCC2)cc1	1.5	-12.1	2.5	0.0	2.2	1.3	0.0	5.1	4.2
CC(C)COC(=O)c1ccccc1N1C(=O)C2C3CCC(C3)C2C1=O (stereo not drawn)	-0.6	-2.5	1.3	0.0	-1.5	-0.3	12.6*	-2.7	-5.3
Cn1c(=O)c2c(ncn2CC(=O)OCC(=O)Nc2ccc(Cl)cc2)n(C)c1=O	-1.0	11.7	2.7	5.0	6.2	-0.1	-4.2	-1.1	5.5
COc1ccc(NC(=O)c2cc3ccccc3o2)cc1OC	6.5	-6.2	-0.2	1.0	3.6	1.7	0.0	6.0	-0.2
Clc1ccc(Sc2cnc3ccccc3n2)cc1	2.6	3.0	0.9	3.0	-1.3	0.2	0.1	-0.3	3.1
CC(Oc1coc(CN2CCN(C(=O)c3ccco3)CC2)cc1=O)c1ccccc1 (stereo not drawn)	3.7	-16.8	-0.4	0.0	4.6	8.4	-0.1	-0.4	4.9
CCOc1cc(/C=C2/SC(=S)NC2=O)ccc1OC(=O)c1ccco1	6.9	-3.0	0.0	0.0	7.8	-21.4	-0.3	-15.8	-1.4
COC(=O)c1ccc(CSc2cc(C)c3ccccc3n2)o1	8.8	2.2	1.4	1.0	5.2	2.0	0.0	1.2	-5.3
